Screening data as filed in PubChem BioAssay.
EP2 modulator = EP2 receptor (human) modulation | EP2-expressing cells, cAMP HTRF FRET, PGE2 co-stimulation | induction, % at 25 µM | 0.83% of 260,000 active;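 active = compounds whose cAMP rise, as percent of the full-agonist control response, exceeds 60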;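 note: rat C6 glioma line stably carrying human EP2 under a CMV promoter; the protocol text gives 20 µM as final concentration; 100% = response of wells given 1 µM PGE2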
Target sequence (P43116 whole entry, looked up): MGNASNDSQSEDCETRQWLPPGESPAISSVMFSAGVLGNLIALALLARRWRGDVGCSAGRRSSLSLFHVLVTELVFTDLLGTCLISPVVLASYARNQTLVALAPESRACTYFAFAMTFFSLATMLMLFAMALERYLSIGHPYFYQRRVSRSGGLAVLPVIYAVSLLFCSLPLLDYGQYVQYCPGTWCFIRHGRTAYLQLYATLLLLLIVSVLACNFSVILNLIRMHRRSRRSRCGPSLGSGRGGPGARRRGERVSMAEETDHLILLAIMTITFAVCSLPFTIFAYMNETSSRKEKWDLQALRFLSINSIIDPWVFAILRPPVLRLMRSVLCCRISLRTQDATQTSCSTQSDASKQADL
Calpain2 inh = blocks pig calpain II enzyme activity | purified calpain II, fluorogenic peptide substrate, 30 min | inhibition, % at 16 µM | 0.37% of 220,000 active | AID 1236;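 active = inhibition above about 50%, limit read from the data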
eIF4E 4G PPI = inhibitors of eIF4E and eIF4G interaction in translation initiation; P63073+Q04637; TR-FRET eIF4E-eIF4GI(517-606) binding, 2 h; inhibition, % at 21.7 µM; 0.37% of 220,000 active;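 active = inhibition above about 30%, limit read from the data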;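 note: 0% = full FRET control wells and 100% = background wells lacking eIF4GI fragment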
Rad51 HR inh = Rad51 (human) homologous recombination inhibition. inhibition, % at 10 µM. AID 1385. hRad51 DNA strand exchange, fluorescence dequenching. Q06609. 0.085% of 200,000 active;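 active = inhibition above 40% at the single screening dose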;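 note: 0% = DMSO control wells and 100% = blanks with heterologous ssDNA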
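System: hRad51 filaments on single-stranded DNA; reagent: Fluorescein- and BHQ1-tagged 47-mer duplex; compound dosing: one concentration, 10 µM final; timing: filaments 15 min 37 °C, then compound 30 min; measured by: fluorescein emission 520 nm, excitation 485 nm; benchmarks: per-plate controls and blanks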
zVAD death inh = blocks zVAD induced death of L929 cells | 0.38% of 220,000 active | AID 1377 | viability rescue, % at 10 µM | L929 zVAD necroptosis rescue, ATP luminescence, 24 h; with zVAD 60 µM;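 active = activation, scaled between plate controls, above about 75%, limit read from the data; inactive = activation under that limit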;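 note: 0% = zVAD with DMSO and 100% = DMSO alone without zVAD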
Hck-Nef inh = inhibitors of human Hck kinase activated by Nef. P08631. Recombinant Hck-YEEI plus Nef, Z-Lyte FRET kinase assay. inhibition, % at 20 µM. 0.68% of 220,000 active. AID 463187;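 active = Hck-Nef kinase inhibition above about 50%, limit read from the data; inactive = inhibition below that limit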;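 note: 0% = DMSO with Hck plus Nef and 100% = Hck alone without Nef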
Target sequence (P08631 whole entry, looked up): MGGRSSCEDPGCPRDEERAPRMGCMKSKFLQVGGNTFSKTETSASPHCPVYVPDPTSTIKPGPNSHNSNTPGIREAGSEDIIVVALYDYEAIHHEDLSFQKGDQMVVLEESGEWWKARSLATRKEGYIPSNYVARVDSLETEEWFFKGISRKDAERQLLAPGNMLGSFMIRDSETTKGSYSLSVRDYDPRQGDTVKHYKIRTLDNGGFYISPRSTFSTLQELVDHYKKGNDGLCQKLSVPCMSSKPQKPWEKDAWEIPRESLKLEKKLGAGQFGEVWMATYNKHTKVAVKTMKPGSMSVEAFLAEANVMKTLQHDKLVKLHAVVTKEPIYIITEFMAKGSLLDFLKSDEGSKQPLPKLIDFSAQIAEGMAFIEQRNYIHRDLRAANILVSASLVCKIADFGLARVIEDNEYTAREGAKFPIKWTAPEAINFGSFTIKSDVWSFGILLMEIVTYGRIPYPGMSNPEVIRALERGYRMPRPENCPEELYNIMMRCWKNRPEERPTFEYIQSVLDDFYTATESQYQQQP
Tb hexokinase = T. brucei hexokinase 1 inhibition. recombinant TbHK1, G6PDH-coupled NADH A340. AID 1430. 0.11% of 220,000 active. inhibition, % at 10 µM;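 active = inhibition of 50% or more in the single-dose primary screen; inactive = inhibition below 50%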
EP2 antag = EP2 receptor (human) inhibition; P43116; C6 glioma cells expressing human EP2, cAMP TR-FRET; cells stimulated with saturating PGE2; inhibition, % at 25 µM; 0.52% of 260,000 active;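 active = percent inhibition above 40 after rounding to a whole number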;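 note: rat C6 glioma host cells with rolipram phosphodiesterase inhibitor present; the protocol text gives 20 µM as final concentration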
14-3-3 Bad inh = disrupts binding of bovine 14-3-3 zeta to phospho-Bad peptide | P63103 | TR-FRET 14-3-3zeta/Dy647-pBad peptide displacement, 1 h | inhibition, % at 21.7 µM | 0.71% of 220,000 active | AID 781;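 active = inhibition above about 70%, limit read from the data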;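 note: 0% = full 14-3-3 plus peptide FRET controls and 100% = background without 14-3-3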
Numbers without * were called inactive; & = joins results of further samples; [ ] = remark or other dose. A portion of the library; rates above refer to the full screens.

Results for O=C(O)CSCCOc1ccc(OCCSCC(=O)O)cc1 ?
EP2 modulator: 29; Calpain2 inh: -4; eIF4E 4G PPI: -5[fluorescence artefact?]; Rad51 HR inh: -14; zVAD death inh: 1.1; Hck-Nef inh: 2; Tb hexokinase: 3; EP2 antag: 7; 14-3-3 Bad inh: -1[fluorescence artefact?]

What do the screens show for `CCOc1ccc(CNc2ccc3c(c2)nc(C)n3C)cc1`?
EP2 modulator: -20; Calpain2 inh: -30; eIF4E 4G PPI: -14; Rad51 HR inh: 9; zVAD death inh: 0.2; Hck-Nef inh: 0; Tb hexokinase: 1; EP2 antag: 20; 14-3-3 Bad inh: -10

How did CCSc1nc2ccccc2n1CC(=O)N1CCOCC1 do in these assays?
EP2 modulator: 41; Calpain2 inh: 7; eIF4E 4G PPI: 1[fluorescence artefact?]; Hck-Nef inh: -2; Tb hexokinase: 4; EP2 antag: 8; 14-3-3 Bad inh: -3

How did Cc1ccc(S(=O)(=O)N2CCN(c3cnn(C)c(=O)c3Cl)CC2)cc1 do in these assays?
EP2 modulator: -35; Calpain2 inh: -4; eIF4E 4G PPI: -2; Rad51 HR inh: 5; zVAD death inh: 1.4; Hck-Nef inh: 18; Tb hexokinase: -13; EP2 antag: 6; 14-3-3 Bad inh: -12

How did N=c1sccn1CC(=O)N1N=C(c2ccc(Cl)cc2)CC1c1ccco1 (stereo not drawn) do in these assays?
EP2 modulator: -45; Calpain2 inh: 5; eIF4E 4G PPI: 2; Rad51 HR inh: 4; zVAD death inh: -1.6; Hck-Nef inh: 27; Tb hexokinase: 7; EP2 antag: 10; 14-3-3 Bad inh: 1

How did COC(=O)c1sccc1NC(=O)Nc1cc(C)ccc1C do in these assays?
EP2 modulator: 14; Calpain2 inh: 12; eIF4E 4G PPI: 0; zVAD death inh: -0.3; Hck-Nef inh: 0; Tb hexokinase: -1; EP2 antag: 5; 14-3-3 Bad inh: -2

Results for COc1cccc(C(=O)Nc2cc3c(cc2Br)OCCCO3)c1 ?
EP2 modulator: 24; Calpain2 inh: 6; eIF4E 4G PPI: 15; Rad51 HR inh: 6; zVAD death inh: 1.8; Hck-Nef inh: 2; Tb hexokinase: -3; EP2 antag: 4; 14-3-3 Bad inh: -17[fluorescence artefact?]

What do the screens show for `CCOc1ccc2nc(NC(=O)C3=NN(c4ccccc4)C(=O)CC3)sc2c1`?
EP2 modulator: -13; Calpain2 inh: -47; eIF4E 4G PPI: -1; Rad51 HR inh: 10; zVAD death inh: 2.4; Hck-Nef inh: 21; Tb hexokinase: -15; EP2 antag: 2; 14-3-3 Bad inh: -11

Results for Cc1oc(-c2cccc(F)c2)nc1CN1CCCCC1CCn1cccn1 (stereo not drawn) ?
EP2 modulator: -23; Calpain2 inh: -16; eIF4E 4G PPI: -3; Rad51 HR inh: 11; zVAD death inh: -0.7; Hck-Nef inh: 20; Tb hexokinase: -3; EP2 antag: 4; 14-3-3 Bad inh: -7

What do the screens show for `Cc1cc(/C=C\c2nc(O)c([N+](=O)[O-])c(=O)[nH]2)c(C)n1-c1ccccc1`?
EP2 modulator: 11; Calpain2 inh: 15; eIF4E 4G PPI: 7; Rad51 HR inh: -14; zVAD death inh: 0.1; Hck-Nef inh: 27; Tb hexokinase: 10; EP2 antag: -1; 14-3-3 Bad inh: 6

What do the screens show for `O=C(Cc1nn[nH]n1)Nc1ccc(F)cc1F`?
EP2 modulator: -7; Calpain2 inh: -2; eIF4E 4G PPI: 2; Rad51 HR inh: 5; zVAD death inh: 0.5; Hck-Nef inh: 2; Tb hexokinase: -6; EP2 antag: 3; 14-3-3 Bad inh: 0

What do the screens show for `CCSC1(SCC)N=C(N)C2(C#N)C(c3ccccc3)NC(C)=C(C)C12C#N` (stereo not drawn)?
EP2 modulator: 15; Calpain2 inh: -22; eIF4E 4G PPI: -21; Rad51 HR inh: 1; zVAD death inh: 1.6; Hck-Nef inh: 3; Tb hexokinase: -6; EP2 antag: 2; 14-3-3 Bad inh: -7

What do the screens show for `COc1cc(/C=C/C(=O)OCC(=O)N2CC(=O)Nc3ccccc32)ccc1O`?
EP2 modulator: 4; Calpain2 inh: -51; eIF4E 4G PPI: -3; Rad51 HR inh: -2; zVAD death inh: 0.6; Hck-Nef inh: 23; Tb hexokinase: -47; EP2 antag: 4; 14-3-3 Bad inh: -1

What do the screens show for `COC(=O)c1sc(NC(=O)CSc2nnnn2-c2ccc(C)cc2C)nc1C`?
EP2 modulator: -27&-124; Calpain2 inh: 9; eIF4E 4G PPI: 2[fluorescence artefact?]; Rad51 HR inh: 3; zVAD death inh: 0.1; Hck-Nef inh: 2; Tb hexokinase: -3; EP2 antag: 18&9; 14-3-3 Bad inh: 3

What do the screens show for `CC(C1CC1)N(Cc1ccccc1)C(=O)NC(=O)c1ccc(F)cc1` (stereo not drawn)?
EP2 modulator: 2; Calpain2 inh: 18; eIF4E 4G PPI: -1; Rad51 HR inh: -10; zVAD death inh: -0.6; Hck-Nef inh: 21; Tb hexokinase: 1; EP2 antag: 4; 14-3-3 Bad inh: 8

Three entries picked at random from the list so far:
Results for COc1cccc(C(=O)Nc2cc3c(cc2Br)OCCCO3)c1 ?
EP2 modulator: 24; Calpain2 inh: 6; eIF4E 4G PPI: 15; Rad51 HR inh: 6; zVAD death inh: 1.8; Hck-Nef inh: 2; Tb hexokinase: -3; EP2 antag: 4; 14-3-3 Bad inh: -17[fluorescence artefact?]

What do the screens show for `CCOc1ccc2nc(NC(=O)C3=NN(c4ccccc4)C(=O)CC3)sc2c1`?
EP2 modulator: -13; Calpain2 inh: -47; eIF4E 4G PPI: -1; Rad51 HR inh: 10; zVAD death inh: 2.4; Hck-Nef inh: 21; Tb hexokinase: -15; EP2 antag: 2; 14-3-3 Bad inh: -11

What do the screens show for `CC(C1CC1)N(Cc1ccccc1)C(=O)NC(=O)c1ccc(F)cc1` (stereo not drawn)?
EP2 modulator: 2; Calpain2 inh: 18; eIF4E 4G PPI: -1; Rad51 HR inh: -10; zVAD death inh: -0.6; Hck-Nef inh: 21; Tb hexokinase: 1; EP2 antag: 4; 14-3-3 Bad inh: 8

(list continues)
What do the screens show for `O=c1cc(N2CCOCC2)[nH]c(=O)n1-c1ccc(Br)cc1`?
EP2 modulator: 12; Calpain2 inh: 10; eIF4E 4G PPI: -2[fluorescence artefact?]; Rad51 HR inh: 11; zVAD death inh: 0.0; Hck-Nef inh: 2; Tb hexokinase: -4; EP2 antag: 9; 14-3-3 Bad inh: -4

What do the screens show for `COc1cc(C2OCC3C(c4cc(OC)c(OC)c(OC)c4)OCC23)cc(OC)c1OC` (stereo not drawn)?
EP2 modulator: 13; Calpain2 inh: -13; eIF4E 4G PPI: -18; Rad51 HR inh: 1; zVAD death inh: 0.0; Hck-Nef inh: 28; Tb hexokinase: -9; EP2 antag: 14; 14-3-3 Bad inh: -2

What do the screens show for `O=C1Nc2ccccc2C12Nc1ccccc1-c1nc3ccccc3n12` (stereo not drawn)?
EP2 modulator: -1; Calpain2 inh: 29; eIF4E 4G PPI: 5[fluorescence artefact?]; Rad51 HR inh: -6; zVAD death inh: -0.5; Hck-Nef inh: 5; Tb hexokinase: -7; EP2 antag: 13; 14-3-3 Bad inh: 10

Results for O=C(O)CCC(=O)N1CCC(C(=O)c2cccc(Cl)c2)CC1 ?
EP2 modulator: 23; Calpain2 inh: -25; eIF4E 4G PPI: 3; Rad51 HR inh: -1; zVAD death inh: 1.1; Hck-Nef inh: 1; Tb hexokinase: -6; EP2 antag: 4; 14-3-3 Bad inh: -8

How did NC(=O)c1ccc(NC(=O)COC(=O)CCCN2C(=O)c3cccc4cccc(c34)C2=O)cc1 do in these assays?
EP2 modulator: -40; Calpain2 inh: -110; eIF4E 4G PPI: -2[fluorescence artefact?]; zVAD death inh: 0.1; Hck-Nef inh: 2; Tb hexokinase: -12; EP2 antag: 16; 14-3-3 Bad inh: -6

What do the screens show for `CC(=O)c1ccc(OCC(O)CN2CCN(CC(O)COc3ccc(C(C)=O)cc3)CC2)cc1` (stereo not drawn)?
EP2 modulator: -16; Calpain2 inh: 20; eIF4E 4G PPI: 4[fluorescence artefact?]; Rad51 HR inh: -3; zVAD death inh: -0.1; Hck-Nef inh: 5; Tb hexokinase: 5; EP2 antag: 10; 14-3-3 Bad inh: -15

How did O=C(Nc1ccccc1)c1ccccc1CC[N+](=O)[O-] do in these assays?
EP2 modulator: 12; Calpain2 inh: -6; eIF4E 4G PPI: 0; Rad51 HR inh: 4; zVAD death inh: 0.0; Hck-Nef inh: 2; Tb hexokinase: 4; EP2 antag: 12; 14-3-3 Bad inh: -7

How did Cc1onc(-c2ccccc2)c1C(=O)Nc1nc2c(s1)C(=O)CC(C)(C)C2 do in these assays?
EP2 modulator: 27; Calpain2 inh: -23; eIF4E 4G PPI: 8; Rad51 HR inh: -3; zVAD death inh: 0.0; Hck-Nef inh: 5; Tb hexokinase: -22; EP2 antag: 6; 14-3-3 Bad inh: -7

Results for Cc1ccc(S(=O)(=O)c2nc(Nc3ccccc3C#N)sc2Cl)cc1 ?
EP2 modulator: 15; Calpain2 inh: -14; eIF4E 4G PPI: -10; Rad51 HR inh: -1; zVAD death inh: 4.2; Hck-Nef inh: 3; Tb hexokinase: -1; EP2 antag: 37; 14-3-3 Bad inh: -59

Results for Cn1c(/C(C#N)=C(\O)c2ccc(S(=O)(=O)N3CCCCC3)cc2)nc2ccccc21 ?
EP2 modulator: -48; Calpain2 inh: inactive; eIF4E 4G PPI: -14; zVAD death inh: -0.2; Hck-Nef inh: 8; Tb hexokinase: 35; 14-3-3 Bad inh: 14

Results for Cc1ccc(-c2nnn(CC(=O)N(c3ccccc3)C(C(=O)NCC3CCCO3)c3ccc(Cl)cc3)n2)cc1 (stereo not drawn) ?
EP2 modulator: 33; Calpain2 inh: 11; eIF4E 4G PPI: -10; Rad51 HR inh: -4; zVAD death inh: -0.1; Hck-Nef inh: 1; Tb hexokinase: -7; EP2 antag: 14; 14-3-3 Bad inh: -16[fluorescence artefact?]

How did Cc1nn(-c2ccccc2)c(Cl)c1C(=O)Nc1ccccc1 do in these assays?
EP2 modulator: -29; Calpain2 inh: 9; eIF4E 4G PPI: 7; Rad51 HR inh: 2; zVAD death inh: 0.9; Hck-Nef inh: 0; Tb hexokinase: -3; EP2 antag: 6; 14-3-3 Bad inh: 9

What do the screens show for `COc1ccc(CN2C(=O)CCC2(C)C(=O)NC2CCCC2)c(OC)c1` (stereo not drawn)?
EP2 modulator: -37; Calpain2 inh: -9; eIF4E 4G PPI: 5[fluorescence artefact?]; Hck-Nef inh: -6; Tb hexokinase: -1; EP2 antag: 8; 14-3-3 Bad inh: -2

What do the screens show for `CCCn1c(NCCO)nc2ccccc21`?
EP2 modulator: 3; Calpain2 inh: 17; eIF4E 4G PPI: -2; Rad51 HR inh: 3; zVAD death inh: 1.1; Hck-Nef inh: -18; Tb hexokinase: 5; EP2 antag: 6; 14-3-3 Bad inh: -7

How did O=C(Nc1ccccc1Cl)C1C2CCC3C(CCC21)C3(Cl)Cl (stereo not drawn) do in these assays?
EP2 modulator: 21; Calpain2 inh: 17; eIF4E 4G PPI: 4; zVAD death inh: -0.6; Hck-Nef inh: -2; Tb hexokinase: -7; EP2 antag: 8; 14-3-3 Bad inh: 2

Results for O=C(CCCCn1c(=O)[nH]c2ccccc2c1=O)NCCc1c[nH]c2ccccc12 ?
EP2 modulator: -46; Calpain2 inh: -11; eIF4E 4G PPI: 5[fluorescence artefact?]; Hck-Nef inh: -6; Tb hexokinase: 2; EP2 antag: 8; 14-3-3 Bad inh: 2
